Screening results deposited in PubChem BioAssay by Sanford-Burnham Center for Chemical Genomics.
LYP inhibition – PTPN22 lymphoid phosphatase activity blockers – biochemical, fluorescence intensity, uHTS (AID 1779); recombinant LYP phosphatase, fluorescence intensity; higher % means a stronger effect; inhibition, % at 11.5 µM, or IC50 in µM where a hit was titrated; 290,000 compounds, 0.054% hits; in the data active means inhibition above about 50%;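 further: plate controls were vehicle with enzyme for no effect and no enzyme for full effect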
AID2073 – disruptors of CaV2.2 binding to Mint1 – biochemical, HTRF (AID 2073); HTRF protein-protein interaction, Mint1-CaV2.2; higher % means a stronger effect; inhibition, % at 20 µM; hits with a dose series show IC50 in µM; 290,000 compounds, 0.19% hits; in the data active means inhibition mostly above about 51%, no sharp cut-off; further: some results filed as inactive read as strong as hits
Siah-1 displacement – Siah-1 peptide-binding antagonists, primary screen, biochemical, fluorescence polarization, rhodamine-plectin, uHTS (AID 1817); Siah-1 / rhodamine-plectin peptide fluorescence polarization; higher % means a stronger effect; one-dose displacement, % at 20 µM; IC50 in µM for titrated hits; 290,000 compounds, 0.02% hits;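 active means displacement of at least 50% at 20 µM, with a fluorescence ratio check between 0.3 and a set limit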;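 further: plate controls were Siah plus tracer with DMSO for no effect and tracer alone without Siah for full effect; strong numbers were not always called active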
* = called active by the depositor.

LYP inhibition,SMILES,AID2073,Siah-1 displacement
50%*,Cc1ccc(C(=O)O)cc1NC(=O)c1ccc2c(c1)C(=O)N(c1ccc([N+](=O)[O-])cc1)C2=O,1%,3%
-6%,COc1ccccc1OC(=O)Nc1ccc(Cl)cc1,6%,-3%
-13%,COc1ccc(N2CCN(S(=O)(=O)CCNC(=O)Cc3ccc([N+](=O)[O-])cc3)CC2)cc1,-1%,-4%
-14%,Cc1cc(C(=O)NC2CCCN(Cc3ccc(Cl)cc3)C2)c(C)o1 (configuration not stated),11%,-5%
-9%,COc1ccccc1C(=O)COC(=O)CNS(=O)(=O)c1ccc(NC(C)=O)cc1,9%,-6%
-8%,O=C(CCNS(=O)(=O)c1ccccc1C(F)(F)F)NCCCSc1ccccc1,6%,10%
-7%,COc1ccc(OC)c(NC(=O)CCCNC(=O)c2ccc(Cl)cc2)c1,0%,4%
0%,Cc1cc(/C=C2\SC(=O)N(C)C2=O)c(C)n1-c1cccc(C(=O)O)c1,20%,-6%
-10%,O/N=C/c1cc2ccccc2n1Cc1ccccc1F,-2%,-2%
-8%,COc1ccc(CNC(=O)CN(C(=O)CCC(=O)Nc2nccs2)c2ccc3c(c2)OCO3)cc1,-4%,-2%
-8%,Cc1cccc(NC(=O)c2ccc(S(=O)(=O)N3CCCCC3C)cc2)n1 (configuration not stated),6%,-3%
-5%,COc1ccccc1-c1cnn2c(NC3CCCC3)cc(C)nc12,14%,3%
-9%,O=C(O)c1cccc(NC(=S)NC(=O)c2ccc3ccccc3c2)c1,-5%,-3%
-12%,NC(=O)COc1ccc(/C=N\NC(=O)c2ccc(-c3ccccc3)cc2)cc1,40%,15%
-9%,CC1CCCCN1C(=O)CN(C)S(=O)(=O)c1cccc2nsnc12 (configuration not stated),-7%,-3%
-10%,O=C(COc1ccc(S(=O)(=O)Nc2ccccc2)cc1)NCc1ccccn1,4%,-1%
-6%,COc1ccc(C)cc1NC(=O)CCNS(=O)(=O)c1cccc(C(F)(F)F)c1,18%,-3%
-3%,COc1ccc(CC(=O)Nc2nc(-c3ccc(F)c(F)c3)cs2)cc1OC,1%,4%
-2%,CN(C(=O)CN1C(=O)CCSc2ccc(S(=O)(=O)N3CCCC3)cc21)c1ccccc1,9%,9%
-10%,O=C(NC1CC1)C1CCN(C2CCN(Cc3ccccc3C(F)(F)F)CC2)CC1,5%,8%
-5%,COc1ccc(CN(C)CC2CCCN(CCc3ccc(Cl)cc3)C2)cc1OC (configuration not stated),28%,-4%
-12%,Cc1cc(C)c(NC(=O)CSc2nnc(CNC(=O)c3ccccc3F)o2)c(C)c1,12%,5%
3%,CCC(CC)C(=O)Nc1nnc(SCC(=O)NC2CC2)s1,-8%,-1%
-3%,COc1ccc(C2=NS(=O)(=O)N(C)C(C(=O)Nc3ccc(OC)c(OC)c3)=C2)cc1,-5%,4%
5%,COc1cccc(/C=N/Nc2nc(C)cc(=O)[nH]2)c1OC,8%,2%
-3%,COc1ccc(C2/C(=C(/O)c3ccc4c(c3)CC(C)O4)C(=O)C(=O)N2Cc2ccncc2)cc1 (configuration not stated),11%,4%
-1%,O=C(COc1ccc2c(-c3ccccc3)cc(=O)oc2c1)NCCCn1ccnc1,14%,-9%
0%,COc1cc(/C=N/NS(=O)(=O)c2ccc(C)c([N+](=O)[O-])c2)cc([N+](=O)[O-])c1O,7%,2%
5%,Cc1cc(C(C2C(=O)CC(C)(C)CC2=O)C2C(=O)CC(C)(C)CC2=O)cc(C)c1OC(F)F,11%,1%
-5%,Cc1ccccc1C(=O)NCC(=O)Nc1ccc(C)c(S(=O)(=O)N2CCCCCC2)c1,8%,4%
-11%,O=C(O)CCCCCNC(=O)CSc1nnc(-c2ccco2)n1-c1ccccc1,11%,1%
-11%,O=S(=O)(NN1CCOCC1)c1ccc(Br)cc1,26%,0%
-1%,O=[N+]([O-])c1ccc(/C=N/Nc2ncc(Br)cn2)cc1,17%,9%
-11%,Cc1cc(C)c[n+](CC(=O)c2c(C)cc(C)c([N+](=O)[O-])c2C)c1,3%,3%
-3%,CCOc1cc(/C=N/N=C/c2ccc(O)c(OCC)c2)ccc1O,7%,-2%
-8%,O=C(Nc1ccc(OCC(=O)N2CCOCC2)cc1)c1cccc(Cl)c1,8%,3%

Among those listed so far, 2 have a furan ring, fused or not.
LYP inhibition,SMILES,AID2073,Siah-1 displacement
-14%,Cc1cc(C(=O)NC2CCCN(Cc3ccc(Cl)cc3)C2)c(C)o1 (configuration not stated),11%,-5%
-11%,O=C(O)CCCCCNC(=O)CSc1nnc(-c2ccco2)n1-c1ccccc1,11%,1%

Following part.
LYP inhibition,SMILES,AID2073,Siah-1 displacement
-5%,COCC(COS(N)(=O)=O)C(C)C (configuration not stated),-3%,0%
-10%,CC1(C(=O)OCC(=O)NCCNC(=O)COC(=O)C2(C)CC2(Cl)Cl)CC1(Cl)Cl (configuration not stated),7%,4%
3%,COc1ccccc1N1CCN(Cc2cc(OC)c3c(c2)OCO3)CC1,-6%,-2%
-7%,CC(=O)N1CC(C)Sc2ccc(S(=O)(=O)NCc3ccccc3Cl)cc21 (configuration not stated),10%,2%
-12%,O=C(NCc1ccc2c(c1)OCO2)c1cc(Cl)ccc1Cl,16%,-5%
-8%,Cc1ccc(NC(=O)CN(C)C(=O)COC(=O)CCS(=O)(=O)c2ccc(C)cc2)cc1,14%,2%
-7%,COC(=O)C(CC(=O)c1ccc(Br)cc1)n1nc(C)cc1C (configuration not stated),0%,-7%
-9%,COC(=O)c1ccc(CNC(=O)c2cc(COc3cncc(Cl)c3)on2)cc1,1%,2%
-3%,CCOc1ccc(NC(=O)NNC(=O)C(C)Oc2ccccc2OC)cc1 (configuration not stated),2%,0%
-2%,CC(C)OCCCNC(=O)COc1ccc2oc3c(c2c1)CCCC3,6%,-8%
-6%,O=C(c1cc2ccccc2oc1=O)N1CCCCCCC1,-5%,0%
-9%,COc1ccc(CCNC(=O)c2c(C)nn(-c3ccccc3)c2Cl)cc1OC,9%,-2%

Compound profiles (already shown). Order of values: LYP inhibition	AID2073	Siah-1 displacement
O=C(NCc1ccc2c(c1)OCO2)c1cc(Cl)ccc1Cl in the list: -12%	16%	-5%
O=C(c1cc2ccccc2oc1=O)N1CCCCCCC1 in the list: -6%	-5%	0%

Remaining list, next part
LYP inhibition,SMILES,AID2073,Siah-1 displacement
-10%,O=C(c1ccco1)N1CCN(C(=S)NCc2ccc(F)cc2)CC1,-3%,-1%
-4%,FC(F)(F)c1cccc(CNC2c3ccccc3-c3ccccc32)c1,-6%,4%
-10%,CN(C(=O)c1nc(-c2ccccc2)n(-c2ccccc2)n1)C1CCS(=O)(=O)C1 (configuration not stated),-1%,4%
-4%,Cc1cc(Cl)c2oc(C(=O)N3CCCCC3CCN3CCCC3=O)c(C)c2c1 (configuration not stated),-1%,4%
-1%,CC(=O)Nc1ccc(S(=O)(=O)N2CCC(C(=O)NC3CC3)CC2)cc1,19%,2%
-8%,O=C(CCNS(=O)(=O)c1ccc2[nH]c(=O)oc2c1)Nc1ccccc1,16%,5%
-9%,CC(C)N(CCCNC(=O)Cn1c(=O)c2cccn2c2ccc(F)cc21)Cc1ccccc1,2%,-5%
-8%,O=C(Nc1cccc(O)c1)c1cc(-c2ccccc2Cl)on1,-2%,6%
-5%,O=C(c1ccc(Br)o1)N1CCC(Cc2ccccc2)CC1,2%,2%
-8%,CCS(=O)(=O)c1ncc(Cl)c(C(=O)Nc2ccc(S(=O)(=O)N(C)c3ccccc3)cc2)n1,-48%,-8%
-10%,Cc1ccc(-n2nc3c(c2NC(=O)C(C)C)CS(=O)(=O)C3)cc1,22%,1%
-10%,COC(=O)[C@@H]1Cc2c([nH]c3ccccc23)C(C)(C)N1C(=O)CCl,-5%,-1%

Among those listed so far, four have an aryl thioether with sulfur outside any ring.
LYP inhibition,SMILES,AID2073,Siah-1 displacement
-8%,O=C(CCNS(=O)(=O)c1ccccc1C(F)(F)F)NCCCSc1ccccc1,6%,10%
-12%,Cc1cc(C)c(NC(=O)CSc2nnc(CNC(=O)c3ccccc3F)o2)c(C)c1,12%,5%
3%,CCC(CC)C(=O)Nc1nnc(SCC(=O)NC2CC2)s1,-8%,-1%
-11%,O=C(O)CCCCCNC(=O)CSc1nnc(-c2ccco2)n1-c1ccccc1,11%,1%

(next part)
LYP inhibition,SMILES,AID2073,Siah-1 displacement
-12%,NS(=O)(=O)c1ccc(CNC(=S)NCc2ccc(F)cc2)cc1,10%,-5%
-10%,CC(C)C(CCNCc1ccccn1)c1ccc(Cl)cc1 (configuration not stated),-2%,2%
2%,COc1ccc(/C=C2\SC(=S)N(CCCCCC(=O)Nc3cc(C)on3)C2=O)cc1OC,22%,1%
-10%,CCOc1ccccc1NC(=S)N1CCCCCC1,8%,-3%
-8%,CCCNc1nc2c(c(=O)n(C)c(=O)n2C)n1CCCc1ccccc1,-4%,-2%
-5%,CCCCCn1c(=O)[nH]c2cc(C(=O)N3CCN(C(=O)OCC)CC3)ccc2c1=O,1%,10%
-4%,O=C(Cc1ccccc1F)Nc1ccc(S(=O)(=O)Nc2ncccn2)cc1,3%,0%
-10%,Cc1ccc(-c2csc(NCCn3c(-c4ccncc4)nc4ccccc43)n2)cc1,-11%,-8%
-1%,CCOC(=O)C1CCCN(C(=O)c2cc3cc(OC)c(OC)cc3[nH]2)C1 (configuration not stated),20%,5%
-4%,O=C(Nc1ccc(-n2ccc(C(F)(F)F)n2)cc1)c1cccs1,-2%,7%
-9%,Cc1[nH]n(C(N)=S)c(=O)c1N=Nc1ccccc1C(F)(F)F,-3%,13%
7%,CCC1=NN2C(=N)/C(=C/c3ccc(OS(=O)(=O)c4ccccc4)cc3)C(=O)N=C2S1,32%,0%
-8%,CCn1c(=O)c2ccccc2n(Cc2cccc([N+](=O)[O-])c2)c1=O,1%,0%
-4%,N#CCSc1nc(-c2ccccc2)nc2ccccc12,-1%,0%
-6%,CN(CC(=O)Nc1ccccc1)CC(=O)Nc1ccc(F)cc1,-3%,2%
-10%,O=C(CCS(=O)(=O)c1ccc(F)cc1)Nc1nc(-c2ccncc2)cs1,-31%,0%
-6%,COc1ccc(Cl)cc1NC(=O)Nc1ccc(C(=O)N2CCOCC2)cc1,-2%,-2%
-8%,Cc1ccc(C)c(Nc2nc3ccccc3n3cnnc23)c1,17%,-4%
-4%,CCOc1ccc(NC(=O)CCCCCN2C(=O)[C@@H]3Cc4ccccc4CN3C2=O)cc1,8%,2%
-7%,CC1(C)CC(NC(=O)COc2ccc3ccc(=O)oc3c2)CC(C)(C)N1,0%,0%
-9%,COc1ccc(C(C)(C)C)cc1NC(=O)c1ccc[n+]([O-])c1,5%,2%
-8%,O=C(CCNS(=O)(=O)c1ccc(Br)cc1)NC1CCN(Cc2ccccc2)CC1,13%,2%
-6%,CCC(NS(=O)(=O)c1ccc2c(c1)NC(=O)C(C)C(=O)N2)c1cccs1 (configuration not stated),9%,2%
-16%,CC(CC(=O)Nc1ccc(-c2ccno2)cc1)n1cccn1 (configuration not stated),-2%,-1%
-3%,CC(=O)Nc1ccc(S(=O)(=O)N2CCN(C(=O)c3ncoc3-c3ccc(F)cc3)CC2)cc1,2%,3%
-7%,COc1cccc(CN2CCN(C(=O)c3cccc4ccccc34)CC2)c1,-6%,2%
-9%,Cc1cc(/C=C2\SC(=O)NC2=O)c(C)n1-c1ccc(N(C)C)cc1,-1%,-1%
-7%,CCCn1c2ccccc2c2cnn(CC(=O)N(CC)CC)c(=O)c21,-3%,-1%
-12%,Cc1ccc(-n2nnnc2CNC(=O)C2CC(=O)N(c3ccccc3)C2)cc1C (configuration not stated),7%,9%
-9%,COc1ccccc1NC(=O)C1CCCN(S(=O)(=O)c2ccc(-n3cnnn3)cc2)C1 (configuration not stated),7%,0%
-9%,Cc1cc(S(=O)(=O)NC2CCCC2)ccc1-n1cnnn1,-7%,1%
-3%,COc1ccc(NC(=O)CSc2nnc(-c3ccco3)c(-c3ccco3)n2)cc1OC,17%,-11%
-13%,CCc1nc2ccc(C(=O)NCCCN3CCN(c4ccccc4F)CC3)cc2nc1CC,-5%,1%
-4%,Cc1ccc(C)c(NC(=O)CN(C)C(=O)c2cc(-c3cccs3)nn2-c2ccccc2)c1,26%,5%
3%,O=C(NCCc1csc(-c2cccc(F)c2)n1)c1ccco1,10%,2%
-17%,CN(Cc1ccccc1F)Cc1cc(=O)oc2cc(O)c(Cl)cc12,26%,2%
-7%,COCCn1c(SCC(=O)Nc2cc(C)on2)nc2c(c1=O)SCC2,11%,4%
-9%,CCOC(=O)C1CCCN(Cc2ccc(OCc3ccccc3)cc2)C1 (configuration not stated),4%,4%
-4%,O=[N+]([O-])c1ccc(OCCCCN2CCc3ccccc3C2)cc1,2%,3%
-11%,Cc1ccc(Cn2c(C3CCCN3c3nc(C)cs3)nc3cc(C(F)(F)F)ccc32)cc1 (configuration not stated),5%,1%
-20%,CN1CCN(S(=O)(=O)c2cccc(C(=O)N(Cc3nnc(-c4ccccc4Cl)o3)C3CC3)c2)CC1,5%,0%
-6%,CCCCNC(=O)C1CCN(S(=O)(=O)c2ccc3c(c2)CC(C)N3C(=O)C2CC2)CC1 (configuration not stated),13%,5%
-12%,CC(NC(=O)c1cccc(OC2CCN(C3CCN(C)CC3)CC2)c1)c1ccccc1 (configuration not stated),-9%,-2%

Some of the compounds tested. The share of hits here may be higher or lower than overall.
